FUS yeast rescue: FUS proteinopathy suppression in yeast; 390,000 compounds, 0.24% hits; S. cerevisiae FUS-expressing, growth rescue, OD600, 24 h; Potency, µM (doses to about 76.6 µM), inactives show top-dose growth rescue (activation), actives largely listed as activators;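 further: plate controls were DMSO vehicle for no effect and reference control for full effect; nearly all actives have a fitted effect of over 55% in size; some results filed as inactive show a strong effect at the top dose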
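Quantitative HTS measuring growth restoration of FUS-toxic yeast. Galactose-induced cells (OD 0.005) were exposed 24hr at 30C to compounds at several concentrations, then absorbance at 600 nm was recorded.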
EPAC1 ag: EPAC1 (human) agonism; O95398; EPAC1 agonist qHTS, biochemical assay; response scale: 100% = response to 6.5 mM cAMP; Potency, µM (series often up to 154 µM), inactives show at the top dose activation, hits mostly activators; 360,000 compounds, 0.073% hits; AID 720707; further: nearly all actives have a fitted effect of over 60% in size
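Multi-concentration qHTS readout: loss of Rap1B-bound BODIPY-GDP fluorescence driven by 100 nM EPAC1 with excess GDP (50 uM), monitored kinetically at room temperature; agonist response expressed relative to 6.5 mM cAMP.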
TDP-43 yeast inh: inhibitors of TDP-43 toxicity in yeast; TDP-43 expressing yeast growth rescue, BacTiter-Glo, 24 h; AID 652104; 410,000 compounds, 1.8% hits; Potency, µM (doses to about 46.1 µM), for inactives: at the top dose growth rescue (activation), usual class: activators; further: % of control where 0% means no effect; nearly all actives have a fitted effect of over 50% in size
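In this qHTS, compounds that restore growth of yeast expressing TDP-43 appear as activators. Cells (OD600=0.02, galactose medium, raffinose-pregrown) are incubated with compound 24 hr at 30 deg C and growth is quantified by BacTiter-Glo.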
EPAC2 antag: EPAC2 (human) antagonism; 360,000 compounds, 0.18% hits; Q8WZA2; EPAC2 GEF exchange of Rap1B-BODIPY-GDP, fluorescence; AID 720708; Potency, µM (top dose mostly 114 µM), without a hit: at the highest dose activity, negative = inhibition, usual class: inhibitors; further: on the % scale 0 is the no-effect control and ±100 the full control effect; nearly all actives have a fitted effect of over 45% in size; many of its hits are not listed in these tables
Target sequence (Q8WZA2 whole entry, looked up): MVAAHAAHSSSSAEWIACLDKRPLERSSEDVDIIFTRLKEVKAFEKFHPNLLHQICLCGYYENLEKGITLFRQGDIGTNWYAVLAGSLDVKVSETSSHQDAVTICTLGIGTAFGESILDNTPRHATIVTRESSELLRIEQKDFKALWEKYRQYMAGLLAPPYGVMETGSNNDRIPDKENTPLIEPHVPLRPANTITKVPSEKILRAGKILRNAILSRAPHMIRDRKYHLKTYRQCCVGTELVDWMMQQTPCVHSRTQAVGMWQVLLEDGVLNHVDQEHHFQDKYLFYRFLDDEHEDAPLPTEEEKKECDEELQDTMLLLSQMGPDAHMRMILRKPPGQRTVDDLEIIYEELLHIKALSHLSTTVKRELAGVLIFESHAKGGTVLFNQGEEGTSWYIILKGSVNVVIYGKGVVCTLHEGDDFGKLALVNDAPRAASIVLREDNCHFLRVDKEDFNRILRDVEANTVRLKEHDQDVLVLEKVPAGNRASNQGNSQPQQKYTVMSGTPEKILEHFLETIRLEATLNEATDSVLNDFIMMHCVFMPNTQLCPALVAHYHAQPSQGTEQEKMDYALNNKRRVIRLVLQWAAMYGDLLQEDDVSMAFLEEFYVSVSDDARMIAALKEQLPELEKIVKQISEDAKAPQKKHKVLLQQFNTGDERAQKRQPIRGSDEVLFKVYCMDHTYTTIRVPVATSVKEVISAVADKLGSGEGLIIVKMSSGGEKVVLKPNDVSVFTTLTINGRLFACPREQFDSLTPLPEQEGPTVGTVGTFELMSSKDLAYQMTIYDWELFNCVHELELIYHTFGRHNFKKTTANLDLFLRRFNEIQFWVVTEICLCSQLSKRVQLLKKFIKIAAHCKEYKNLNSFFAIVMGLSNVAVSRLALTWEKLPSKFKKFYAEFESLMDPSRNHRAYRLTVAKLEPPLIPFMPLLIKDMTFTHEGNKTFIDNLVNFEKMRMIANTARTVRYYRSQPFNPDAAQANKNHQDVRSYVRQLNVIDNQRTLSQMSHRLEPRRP
EPAC1 antag: blocks human EPAC1 exchange factor; O95398; EPAC1 GEF assay, Rap1b-BODIPY-GDP exchange fluorescence; Potency, µM (highest dose often 115 µM), inactives show top-dose activity change, negative = inhibition, actives largely listed as inhibitors; 360,000 compounds, 0.14% hits;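 further: plate controls were vehicle for no effect and positive control for full effect; nearly all actives have a fitted effect of over 50% in size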
EPAC2 agonist: activates human EPAC2 exchange factor | Q8WZA2 | EPAC2 activation, biochemical qHTS; response scale: 100% = 6.5 mM cAMP response | Potency, µM (series often up to 154 µM), inactives show top-dose activation, hits mostly activators | 360,000 compounds, 0.079% hits | AID 720711; further: nearly all actives have a fitted effect of over 50% in size
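Guanine nucleotide exchange by EPAC2 is measured as reduced fluorescence of BODIPY-GDP once it is released from 250 nM Rap1B. Plates are read kinetically for 30 min at room temperature; results are scaled to 6.5 mM cAMP.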
aSyn yeast inh: inhibitors of alpha-synuclein toxicity in yeast; Yeast expressing alpha-synuclein, growth rescue, BacTiter-Glo, 24 h; Potency, µM (top dose mostly 46.1 µM), without a hit: at the top dose growth rescue (activation), usual class: activators; AID 652106; 370,000 compounds, 0.14% hits; further: % of control where 0% means no effect; nearly all actives have a fitted effect of over 65% in size
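Galactose-induced alpha-syn yeast (OD600=0.02, raffinose-pregrown) + pinned cpd, 24 hr, 30 deg C; growth by BacTiter-Glo luminescence. Growth restoration scores as activation.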
PTHR1 ag: agonists of human PTHR1 parathyroid hormone receptor; HEK293 GP2 PTHR1 cells, GloSensor cAMP luminescence, 1 h; Q03431; AID 743266; 410,000 compounds, 0.075% hits; Potency, µM (highest dose often 115 µM), without a hit: at the top dose activation, usual class: activators; further: nearly all actives have a fitted effect of over 55% in size; some results filed as inactive show a strong effect at the top dose; inactives centre near -15; many of its hits are not listed in these tables
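HEK-293-derived GP2 cells expressing PTHR1 and a GloSensor cAMP reporter, 3,000/well, plated overnight, given luciferin plus IBMX (each 0.5 mM as added) for 1 h at 37 °C, then compound for 1 h at 37 °C. Luminescence was read after 15 min at room temperature.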
* marks the source's active call; other numbers are inactive results; i = inactive; u = inconclusive; x = no result given; & = joins results of further samples; [ ] = another dose, or the depositor's remark. The call rests on the fitted dose curve; in most records, active means well fitted curve in the direction sought with a large enough effect; inconclusive means small, poorly fitted or top-dose-only effect, or another doubt; inactive means no such curve, though single readings can be large; an effect the other way counts as inactive or inconclusive. Potency means the concentration at half of the fitted maximal effect.

cpd	Molecule	FUS yeast rescue	EPAC1 ag	TDP-43 yeast inh	EPAC2 antag
1	COc1ccc(C2CC(c3ccccc3)=NN2C(=O)CSc2ncn[nH]2)cc1 (centres undefined)	22%	-5%	-12%	-6%
2	Cn1c(CCc2ccccc2)nnc1SCC(N)=O	-2%	6%	3%	-2%
3	CN(c1ccccc1C(N)=O)S(=O)(=O)c1ccccc1	-5%	3%	-4%	-5%
4	CC1CCN(c2nnc(N3CCC(C)CC3)c3ccccc23)CC1	-12%	-15%	18%	12%
5	O=C1CC(=O)Nc2cc(S(=O)(=O)N3CCOc4ccc(Cl)cc43)ccc2N1	-7%&34%	1%	-5%&3%	-18%
6	O=C(CN1CCc2ccccc2C1)c1cccs1	6%	4%	-2%	1%
7	CCC(C)[C@H](NC(=O)[C@@H]1Cc2ccccc2CN1)C(=O)NCc1ccc(OC)cc1 (some centres undefined)	-1%	-21%	15%	-13%
8	CCCCn1c(N)c(N(CCC(C)C)C(=O)C2CC(=O)N(CCc3ccc(OC)c(OC)c3)C2)c(=O)[nH]c1=O (centres undefined)	27%	4%	-21%	-6%
9	CN[C@H]1C[C@H]2c3cc(Oc4ccccc4C)ccc3CCN2C(=O)[C@H]1[C@H](C)O	-5%	-3%	11%	10%
10	O=C(COc1cc2oc(=O)cc(-c3ccccc3)c2cc1Cl)NC(Cc1c[nH]c2ccc(O)cc12)C(=O)O (centres undefined)	u	-8%	6%	-4%
11	CCOC(=O)Cc1csc(SC(C)C(=O)NCC(=O)Nc2ccc(F)c(F)c2F)n1 (centres undefined)	x	-11%	15%	-2%
12	CCN(CC)C(=O)NC1CC2CCCC(C1)N2Cc1ccccc1 (centres undefined)	10%	7%	2%	-3%
13	Cc1ccc(C(=O)N/C(=C/c2ccco2)C(=O)NCC2CCCO2)cc1 (centres undefined)	19%	-2%	1%	16%
14	CC1(c2nnc(Cc3ccccc3)o2)CC(c2ccccc2)=NO1 (centres undefined)	-9%	5%	23%	-8%
15	CCOc1ccc(N(CC)S(=O)(=O)c2cccc3nsnc23)cc1	27%	16%	13%	-20%

cpd	EPAC1 antag	EPAC2 agonist	aSyn yeast inh	PTHR1 ag
1	2%	10%	0%	3%
2	7%	14%	-9%	6%
3	-3%	19%	-4%	i
4	3%	9%	-3%	-50%[inhibitor]
5	-25%	16%	-3%	i
6	-14%	-8%	1%	i
7	-7%	5%	-4%	-17%
8	-7%	-2%	-2%	-14%
9	5%	4%	-5%	-18%
10	-5%	-5%	3%	-1%
11	-14%	1%	2%	2%
12	-11%	8%	-1%	i
13	13%	-9%	-4%	i
14	3%	7%	1%	i
15	-27%	22%	5%	-3%

An excerpt from above in order of SMILES length, low to high.
cpd	Molecule	FUS yeast rescue	EPAC1 ag	TDP-43 yeast inh	EPAC2 antag
12	CCN(CC)C(=O)NC1CC2CCCC(C1)N2Cc1ccccc1 (centres undefined)	10%	7%	2%	-3%
4	CC1CCN(c2nnc(N3CCC(C)CC3)c3ccccc23)CC1	-12%	-15%	18%	12%
15	CCOc1ccc(N(CC)S(=O)(=O)c2cccc3nsnc23)cc1	27%	16%	13%	-20%
13	Cc1ccc(C(=O)N/C(=C/c2ccco2)C(=O)NCC2CCCO2)cc1 (centres undefined)	19%	-2%	1%	16%
1	COc1ccc(C2CC(c3ccccc3)=NN2C(=O)CSc2ncn[nH]2)cc1 (centres undefined)	22%	-5%	-12%	-6%
11	CCOC(=O)Cc1csc(SC(C)C(=O)NCC(=O)Nc2ccc(F)c(F)c2F)n1 (centres undefined)	x	-11%	15%	-2%
7	CCC(C)[C@H](NC(=O)[C@@H]1Cc2ccccc2CN1)C(=O)NCc1ccc(OC)cc1 (some centres undefined)	-1%	-21%	15%	-13%
8	CCCCn1c(N)c(N(CCC(C)C)C(=O)C2CC(=O)N(CCc3ccc(OC)c(OC)c3)C2)c(=O)[nH]c1=O (centres undefined)	27%	4%	-21%	-6%

cpd	EPAC1 antag	EPAC2 agonist	aSyn yeast inh	PTHR1 ag
12	-11%	8%	-1%	i
4	3%	9%	-3%	-50%[inhibitor]
15	-27%	22%	5%	-3%
13	13%	-9%	-4%	i
1	2%	10%	0%	3%
11	-14%	1%	2%	2%
7	-7%	5%	-4%	-17%
8	-7%	-2%	-2%	-14%

(next part)
cpd	Molecule	FUS yeast rescue	EPAC1 ag	TDP-43 yeast inh	EPAC2 antag
16	Cc1cccc(NC(=O)CNC(=O)c2ccc3c(c2)OCO3)n1	-9%	0%	10%	7%
17	COc1ccccc1N(CC(O)CN1CCC(C)CC1)S(=O)(=O)c1ccccc1 (centres undefined)	19%	-2%	-6%	2%
18	COCCCNC(=O)c1ccc2sc(C3=C[C@@H](O)[C@@H](O)[C@@H](CO)O3)nc2c1	-2%	-16%	13%	15%
19	COc1ccc(Cn2c(C(C)C)nc3sc4ccccc4c(=O)c3c2=O)cc1	12%	8%	-7%[1.82 µM]	-17%
20	Oc1ccc(C2Nc3cccc4cccc(c34)N2)c(O)c1	15%	0%	0%	-4%
21	Cc1cccc(OCc2nnc(SC(C)C(=O)O)n2-c2ccccc2)c1 (centres undefined)	16%	13%	12%	1%
22	O=C(CSc1nc2ccccc2c(=O)n1CC1CCCO1)N1CCN(c2ccccc2)CC1 (centres undefined)	u	-4%	u	7%
23	NNC(=O)C1CCCN1S(=O)(=O)c1ccc(Cl)cc1 (centres undefined)	17%	21%	2%[9.22 µM]	6%
24	CN(C)/C=C/C(=O)c1cnc(-c2ccc(Cl)cc2)s1	-12%	2%	-10%	18%
25	CC(C)[C@H](NC(=O)C1CCN(S(=O)(=O)c2ccccc2)CC1)C(=O)NCc1ccco1	-22%	-9%	0%	3%
26	Cc1ccc(OCC(=O)Nc2ccc3c(c2)OC(F)(F)O3)c([N+](=O)[O-])n1	-18%	1%	23%	8%
27	COc1ccc(C(=O)NC(=S)Nc2ccc(Cl)c(C(=O)O)c2)cc1	32%	13%	-21%	13%
28	CCOc1ccc(NC(=O)CCS(=O)(=O)c2cccc3nsnc23)cc1	18%	2%	15%	4%
29	COc1ccc(C(=O)CSc2nnc(-c3ccc(C)cc3)o2)cc1	18%	7%	-18%	0%
30	NC(=O)Cn1c(O)c(N=NC(=O)CNC(=O)/C=C/c2ccccc2)c2ccccc21	u	3%	-6%	18%

cpd	EPAC1 antag	EPAC2 agonist	aSyn yeast inh	PTHR1 ag
16	14%	7%	-5%	1%
17	11%	8%	1%	-7%
18	-11%	3%	5%	i
19	-6%	3%	4%	-22%
20	2%	10%	4%	i
21	-1%	6%	-2%	-35%
22	15%	-1%	18%	i
23	4%	9%	-1%	i
24	-13%	-3%	-36%[inhibitor]	-23%
25	-6%	-1%	1%	i
26	-5%	-13%	1%	i
27	-1%	1%	-3%	-3%
28	2%	1%	4%	i
29	-4%	1%	-4%	-25%[57.5 µM]
30	-6%	-7%	6%	i

(listing goes on)
cpd	Molecule	FUS yeast rescue	EPAC1 ag	TDP-43 yeast inh	EPAC2 antag
31	CCN(CC)C(=O)N1CCN(c2c([N+](=O)[O-])c(=O)oc3ccccc23)CC1	-17%	-3%	-2%	4%
32	Cc1cc(O)c(/C=N/Nc2ccc(Cl)cc2)c(=O)o1	13%	7%	-6%	13%
33	O=C(/C=C/c1ccccc1)c1ccccc1	-34%	12%	22%	0%
34	Cc1ccc(S(=O)(=O)Nc2cccc3ncccc23)s1	12%	11%	u	7%
35	CCCN(CC(=O)Nc1ccccc1C)C(=O)c1sc2ccccc2c1Cl	x	1%	u	-2%
36	Cc1ccc(NC(=S)NC(=O)C2CCC2)cc1C	-3%	1%	u	-14%
37	Cc1ccccc1OCc1nc2ccc(S(=O)(=O)N3CCOCC3)cc2[nH]1	17%	5%	6%	-4%
38	C=CCOc1nc(-c2ccncc2)nc2ccccc12	27%	-2%	3%	-1%
39	O=C(Cn1sc2ccccc2c1=O)Nc1ccc(F)cc1	-3%	-15%	u	1%
40	Cc1cc(S(=O)(=O)N2CCOCC2)ccc1OCC(=O)N1CCCCC1	13%	3%	0%	3%
41	COc1ccc(S(=O)(=O)Nc2ccc(Oc3ncccn3)c(Cl)c2)cc1	-3%	-1%	11%	-2%
42	COc1ccc(CNC(=O)/C=C/C(=O)O)cc1	-2%	-6%	-1%	-1%
43	COc1ccc(OC(=O)/C=C/c2ccc([N+](=O)[O-])cc2)cc1	-7%	8%	2%	4%
44	Cc1ccc(-c2c(C(=O)NCc3ccccc3)oc(=O)c3ccccc23)cc1	-8%	18%	-5%&7%	-9%
45	CCCCNC(=O)COn1nnc2ccc(S(=O)(=O)N3CCOCC3)cc21	-9%	0%	11%	-2%

cpd	EPAC1 antag	EPAC2 agonist	aSyn yeast inh	PTHR1 ag
31	-25%	7%	-2%	i
32	-2%	14%	27%	-35%[inhibitor]
33	-5%	2%	-2%	-24%
34	9%	9%	24%	-11%[57.5 µM]
35	-6%	8%	9%	i
36	-15%	4%	0%	-15%
37	7%	0%	-24%	i
38	-3%	4%	20%	i
39	-4%	4%	-21%	-34%
40	-20%	5%	-8%	-1%
41	-7%	1%	0%	i
42	-29%	6%	1%	i
43	0%	2%	1%	i
44	8%	7%	0%	-7%
45	4%	-2%	3%	i

The closing two records of the part before come first, to join the parts:
cpd	Molecule	FUS yeast rescue	EPAC1 ag	TDP-43 yeast inh	EPAC2 antag
44	Cc1ccc(-c2c(C(=O)NCc3ccccc3)oc(=O)c3ccccc23)cc1	-8%	18%	-5%&7%	-9%
45	CCCCNC(=O)COn1nnc2ccc(S(=O)(=O)N3CCOCC3)cc21	-9%	0%	11%	-2%
46	CC(C)C(=O)Nc1cccc(NC(=O)c2cccnc2)c1	8%	-1%	14%	4%
47	Clc1cccc2sc(N3CCCCC3)nc12	-17%	-5%	u	3%
48	COC(=O)CSc1nc(NCC(C)C)nc(N2CCOCC2)n1	3%	5%	-15%	-4%
49	COc1ccc(NC2CCCN(C(=O)c3oc(C)cc3C)C2)cc1OC (centres undefined)	x	4%	9%	0%
50	Cc1c(NC(=O)CCc2ccccc2)cccc1[N+](=O)[O-]	25%	8%	20%	3%

cpd	EPAC1 antag	EPAC2 agonist	aSyn yeast inh	PTHR1 ag
44	8%	7%	0%	-7%
45	4%	-2%	3%	i
46	6%	7%	1%	-12%[57.5 µM]
47	6%	9%	-3%	-13%[57.5 µM]
48	-5%	12%	14%	i
49	-5%	4%	-6%	-4%
50	-18%	4%	-8%	-36%[inhibitor]

Compound activity (PubChem BioAssay)

An excerpt. The share of hits here may be higher or lower than overall.
